ERK EGF block: inhibitors of EGF-stimulated ERK signaling pathway | HEK293-V1b, EGF-stimulated phospho-ERK AlphaScreen | Potency, µM (highest dose often 11.5 µM), for the others: at the top dose activity change, negative = inhibition, hits mostly inhibitors | actives 0.41% (n = 130,000) | AID 1454; active = well fitted inhibition curve with a large enough effect; inconclusive = small, poorly fitted or top-dose-only effect, or effect the other way;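 note: plate controls were stimulated vehicle wells for no effect and unstimulated vehicle basal for full effect; nearly all actives have a fitted effect of over 55% in size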
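HEK293 cells stably expressing V1b receptor, serum-reduced (1% FBS) overnight, pretreated 30 min with compound, then stimulated 5 min with 25 nM EGF; phospho-ERK detected by AlphaScreen SureFire. AC50 from Hill fits, normalized to DMSO and EGF.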
Active calls of the source: *; ? = inconclusive; & = joins results of further samples; [ ] = another dose, or the depositor's remark. Potency is the fitted concentration of half-maximal effect.

SMILES	ERK EGF block
CCOc1cc(S(=O)(=O)NCc2ccncc2)c(C)cc1C	-5%
CCN(CC)c1cc(NCCO)c([N+](=O)[O-])c2nonc12	-11%
CC(=O)c1cnc(Nc2cccc(C)c2)s1	0%
CC(=O)Nc1ccc(S(=O)(=O)NCC(=O)OCc2cc(=O)oc3ccc4ccccc4c23)cc1	4%
CC(=O)OC[C@]1(OC(C)=O)C[C@@]23CC[C@H]4[C@@](C)(CCC[C@@]4(C)C(=O)O)[C@@H]2CC[C@@H]1C3	4%
COc1cc(C(=O)NC2CCCCC2)ccc1OCc1ccc(Cl)cc1Cl	-1%
CC(C)C[C@H](N)c1nnc(SCc2ccc(Cl)cc2)o1	-9%[57.5 µM]
N/C(CCN1CCOCC1)=N/O	-2%
Cc1ccc(-n2c(SCC(=O)N3CC(=O)Nc4ccccc43)nc3ccccc3c2=O)cc1C	3%
C[C@H](NC(N)=O)C(=O)OCC(=O)NCc1cccs1	9%
CCCCCOc1ccc(C(=O)C(c2ccccc2)N2CCOCC2)cc1 (stereo not given)	6%
O=S(=O)(Nc1cccc(-c2cn3cccnc3n2)c1)c1ccc(Cl)cc1	-6%
Cc1c(NS(=O)(=O)c2ccc(Cl)c(C(=O)OC(C)C(=O)NCc3ccco3)c2)c(=O)n(-c2ccccc2)n1C (stereo not given)	-1%
Cc1cccnc1NC(=O)NC(=O)c1ccc(C(C)(C)C)s1	1%[57.5 µM]
Cc1cc(C)nc(NS(=O)(=O)c2ccc(NC(=O)CN3C(=O)C4CC=CCC4C3=O)cc2)n1 (stereo not given)	6%
COc1ccc(N(C)C(=O)Cc2c(C(=O)O)[nH]c3ccccc23)cc1	1%
CCOc1ccccc1CSc1nc2ccccc2[nH]1	1%
C[C@H]1OC(=O)CC[C@@H]2[C@]1(C)CCC1[C@@]2(C)CC[C@@]2(C)C3CC(C)(C)CC[C@]3(CO)CC[C@]12C (stereo not given in full)	-5%
Cc1ccc(NC(=O)CS(=O)CC(=O)N(C(C)C(=O)NC2CCCCC2)C(C)(C)C)cc1 (stereo not given)	5%
O=C(Nc1nccs1)c1cn(-c2ccccc2)nc1-c1ccncc1	-10%
CCCCOc1ccc(C(=O)N2CCCC2C(=O)O)cc1 (stereo not given)	2%
COCc1cc(=O)n2[nH]c(-c3ccco3)cc2n1	12%[57.5 µM]
CCOC(=O)C1=NOC2COC3(CCN(c4ncccn4)CC3)OCC12 (stereo not given)	-4%
C1CNCCN1	18%

At a glance, 15 of the compounds above.
SMILES	ERK EGF block
C[C@H](NC(N)=O)C(=O)OCC(=O)NCc1cccs1	9%
CCCCCOc1ccc(C(=O)C(c2ccccc2)N2CCOCC2)cc1 (stereo not given)	6%
O=S(=O)(Nc1cccc(-c2cn3cccnc3n2)c1)c1ccc(Cl)cc1	-6%
Cc1c(NS(=O)(=O)c2ccc(Cl)c(C(=O)OC(C)C(=O)NCc3ccco3)c2)c(=O)n(-c2ccccc2)n1C (stereo not given)	-1%
Cc1cccnc1NC(=O)NC(=O)c1ccc(C(C)(C)C)s1	1%[57.5 µM]
Cc1cc(C)nc(NS(=O)(=O)c2ccc(NC(=O)CN3C(=O)C4CC=CCC4C3=O)cc2)n1 (stereo not given)	6%
COc1ccc(N(C)C(=O)Cc2c(C(=O)O)[nH]c3ccccc23)cc1	1%
CCOc1ccccc1CSc1nc2ccccc2[nH]1	1%
C[C@H]1OC(=O)CC[C@@H]2[C@]1(C)CCC1[C@@]2(C)CC[C@@]2(C)C3CC(C)(C)CC[C@]3(CO)CC[C@]12C (stereo not given in full)	-5%
Cc1ccc(NC(=O)CS(=O)CC(=O)N(C(C)C(=O)NC2CCCCC2)C(C)(C)C)cc1 (stereo not given)	5%
O=C(Nc1nccs1)c1cn(-c2ccccc2)nc1-c1ccncc1	-10%
CCCCOc1ccc(C(=O)N2CCCC2C(=O)O)cc1 (stereo not given)	2%
COCc1cc(=O)n2[nH]c(-c3ccco3)cc2n1	12%[57.5 µM]
CCOC(=O)C1=NOC2COC3(CCN(c4ncccn4)CC3)OCC12 (stereo not given)	-4%
C1CNCCN1	18%

More entries:
SMILES	ERK EGF block
O=C(COC(=O)/C=C/c1ccc2c(c1)OCO2)NC1CCS(=O)(=O)C1 (stereo not given)	-22%[57.5 µM]
COc1cc(N=CC2=C(O)c3ccccc3C2=O)cc(OC)c1	-1%
Cc1cccc(-c2nc(C#N)c(NCc3ccco3)o2)c1	-6%[57.5 µM]
CCOC(=O)N1CCN(C(=O)CCCCCn2c(=S)[nH]c3cc4c(cc3c2=O)OCO4)CC1	-23%
O=C(COC(=O)c1ccccc1C(=O)c1ccc(Cl)cc1)NCC1CCCO1 (stereo not given)	10%
Fc1cccc(CCN2C(=S)NC[C@@H]2Cc2ccccc2)c1	-5%[57.5 µM]
CCCCNS(=O)(=O)c1ccc(S(=O)(=O)N2CCC3(CC2)OCCO3)cc1	5%
O=C(CN1CCc2ccccc2C1)Nc1cc(S(=O)(=O)N2CCOCC2)ccc1N1CCCC1	12%
COC(=O)[C@@H]1CCCN1C(=O)[C@H]1C[C@@H]1[C@H](NC(=O)OCc1ccccc1)c1ccccc1	-10%
Cc1ccc(OCC(=O)NCc2ccco2)c([N+](=O)[O-])n1	1%
Cn1cccc1Cc1nnc(SCC(=O)Nc2ccc(Cl)cc2)n1-c1ccc(F)cc1	-2%
COc1cc(/C=C/C(=O)OCC(=O)N2CC3(C)CC2CC(C)(C)C3)ccc1O (stereo not given)	2%
Cc1ccc(N2CN(Cc3ccco3)CNC2=S)cc1	-8%
CN1CCN(CCc2nc3cc(NC(=O)c4ccco4)ccc3n2C)CC1	-5%[57.5 µM]
CCOC(=O)C1=C(N)n2c(s/c(=C\c3ccncc3)c2=O)=C(C(=O)OCC)C1c1ccncc1 (stereo not given)	10%
COc1ccc(OC)c(-c2csc(N(CC3CCCO3)C(=O)C3CCCCC3)n2)c1 (stereo not given)	24%
CCCOc1ccc(N2CC(C(=O)Nc3ccc(N4CCOCC4)cc3)CC2=O)cc1 (stereo not given)	4%
O=C(CN1CCCCCC1)N/N=C/c1cccc(Cl)c1Cl	-11%
CCc1cc2c(NCC3CCCO3)nc(C)nc2s1 (stereo not given)	-7%
CCOc1ccccc1C(=O)N[C@H](C(=O)Nc1ccc(OC)c(S(=O)(=O)N2CCOCC2)c1)C(C)C	2%
Cc1cc(C(=O)Nc2c(F)c(F)c(F)c(F)c2F)n(-c2ccccc2)n1	-20%
CC(C)(C)NC(=O)CN(C(=O)CS(=O)CC(=O)Nc1ccc(F)cc1)c1ccc2c(c1)OCCO2 (stereo not given)	4%
Cc1nnc(-c2ccc(Cl)cc2)nc1NCCN(C)C	-3%
CCCNC(=O)CCc1c(C)nc2nc(C)nn2c1C	-2%
COc1ccc(NC(=O)C(=O)N/N=C(\C)CC(=O)Nc2ccccn2)c(OC)c1	-7%[57.5 µM]
COc1cc2nc(Cl)nc(N3CCOCC3)c2cc1OC	3%
CCN(CC)S(=O)(=O)c1cc(NC(=O)CCCOc2ccc(C(C)=O)cc2)ccc1C	-10%
O=C(CCCCCN1C(=O)c2cccc3cccc(c23)C1=O)NCc1cccnc1	-1%[57.5 µM]
Cc1ccccc1-c1n[nH]c(=S)n1/N=C/C=C/c1ccco1	6%[57.5 µM]
Cn1cc(Br)c(NS(=O)(=O)c2ccc(Cl)s2)n1	2%[57.5 µM]
CC(=O)Nc1ccc(S(=O)(=O)NNC(=O)c2ccc(S(=O)(=O)N3CCCCC3)cc2)cc1	7%
COc1ccccc1NC(=O)C(=O)N(c1cccnc1)C(C(=O)NC(C)(C)C)c1ccccc1 (stereo not given)	0%
COc1cc(/C=N/Nc2cccc3cccnc23)cc(OC)c1O	?
CCOc1ccc(OCC)c(NC(=O)CN(C)S(=O)(=O)c2ccc3nc(C)sc3c2)c1	-4%
CC(C)CC(=O)NCc1ccc2[nH]c3c(c2c1)CCCC3	21%
O=C(CCCn1c(=S)[nH]c2ccccc2c1=O)NCCSCc1ccccc1	3%
Cc1cc(N2CCCC2)nc(N2C3CCC2CC(O)(c2ccc(F)cc2)C3)n1 (stereo not given)	-9%
CSc1nc(/C=C2\C=Nc3ccccc32)c(O)n1C	-2%
CCSc1nnc(NC(=O)C2CC(=O)N(Cc3ccccc3)C2)s1 (stereo not given)	?
O=C(O)/C=C/C(=O)Nc1ccc(-n2nccc2C(F)(F)F)cc1	9%[57.5 µM]
COc1ccc(C2CC(c3ccccc3)=NN2C(=O)COC(=O)/C=C/c2ccc(O)c(OC)c2)cc1 (stereo not given)	1%[57.5 µM]
O=C(COC(=O)C1CC(O)CN1C(=O)Oc1ccccc1)c1ccc(Br)cc1 (stereo not given)	-5%
Cc1cc([N+](=O)[O-])nn1CC(=O)Nc1nc2ccccc2s1	10%
NS(=O)(=O)c1ccc(N/N=C/c2cn(-c3ccccc3)nc2-c2ccccc2)c([N+](=O)[O-])c1	?
CCCCNS(=O)(=O)/C=C/c1ccccc1	-9%
Cc1sc2ncn(CC(=O)NCCCOC(C)C)c(=O)c2c1S(=O)(=O)N1CCN(c2ncccn2)CC1	-2%
O=C(O)C1(S(=O)(=O)CCC(F)=C(F)F)CC1	5%
CC(=O)Nc1ccc(C(=O)NCC(=O)OCc2ccccc2F)cc1	11%
COc1ccc2c(c1)[C@@]1(C)CCC[C@](C)(CO)C1CC2 (stereo not given in full)	0%
CCN(CC)CCN1C(=O)c2ccccc2NC1c1ccc(Br)cc1 (stereo not given)	2%
CN(C(=O)CC1C(=O)NCCN1CC(c1ccccc1)c1ccccc1)C(C1CC1)C1CC1 (stereo not given)	21%[57.5 µM]
COc1cccc2c1OCC1COc3c(c(=O)n(C)c(=O)n3C)C21 (stereo not given)	-11%[57.5 µM]
CCCc1nc(SCC(=O)Nc2ccc(N3CCOCC3)cc2)c2ccccc2n1	-4%
O=S(=O)(c1ccccc1)N1CCC[C@@]2(CCN(Cc3ccccc3)C2)C1	-2%
Nc1nc(CCOc2ccc(F)cc2)cs1	1%
CCCCn1c(N)c(-c2nc3ccccc3o2)c2c([N+](=O)[O-])nn(CC)c(=O)c21	0%
COc1ccccc1OC(=O)CCc1nc2ccccc2s1	-1%
Cc1ccc(/C=N/NC(=O)c2nnn(-c3nonc3N)c2CSc2ccc(Cl)cc2)cc1	?
CSc1nnc(C(C)(C)C)c(=O)n1/N=C/c1c(O)ccc2ccccc12	-7%[57.5 µM]
COc1cc(OC)c(N(C)S(=O)(=O)c2cccc(C(=O)NC(C)C3CC4CCC3C4)c2)cc1Cl (stereo not given)	-1%[57.5 µM]
The results go on.
SMILES	ERK EGF block
Fc1ccc(-n2c(Cn3nnc4ccccc43)n[nH]c2=S)cc1	-5%
CSc1ccc(CNCCCN(C)C)cc1	-2%
CC1CCC(NC(=S)NCCN(C)C)CC1 (stereo not given)	5%
Cc1cc(C)cc(OCC(=O)OCC(=O)N2CC(=O)Nc3ccccc32)c1	-4%
COc1ccc(-n2c(C)cc(-c3csc(N)n3)c2C)cc1	5%
CCOc1ccc2nc(N3CCC(C(=O)N4CCN(C(=O)c5ccco5)CC4)CC3)sc2c1	-5%
CNS(=O)(=O)c1cccc(C(=O)OCC(=O)Nc2ccc(-c3nc4ccc(C)cc4s3)cc2)c1	1%
Cc1nn(C)c(C)c1S(=O)(=O)N(CC(=O)NCc1cccs1)c1ccc(C(C)C)cc1	-5%
O=C(CC1SCCNC1=O)Nc1ccc(Cl)cc1 (stereo not given)	-2%
O=C1c2ccccc2C(=O)C1C1=Nc2ccccc2NC(c2ccccc2)C1 (stereo not given)	2%
CC1=C(C(=O)OC2CCCCC2)C(c2cccs2)n2c(nc3ccccc32)N1 (stereo not given)	-3%
Cc1ccc(C)c(N2CCN(c3ccncc3N)CC2)c1	-3%[57.5 µM]
CCN(CCn1cccn1)Cc1nc(-c2ccccc2)no1	5%
Cn1c(=O)c(C(=O)COC(=O)c2cc(-c3ccccc3)nc3ccccc23)c(N)n(Cc2ccccc2)c1=O	10%&0%
O=C(c1ccc(-n2cccn2)cc1)N1CCc2c([nH]c3ccccc23)C1c1ccccn1 (stereo not given)	-7%
O=[N+]([O-])c1ccc(Cl)cc1Sc1ccccn1	4%
Cc1nc(N2CCC(C)CC2)c2c(C)c(C(=O)Nc3ccccc3C(F)(F)F)sc2n1	-10%
CC1(C)CC(=O)C(N=Nc2ccc(Cl)cc2)=C(O)C1	-6%
COc1ccc(NC(=O)N2c3ccc(OC)cc3C(C)=CC2(C)C)cc1	-4%
CCc1sc(N)nc1-c1ccccc1	5%
Cc1ccc2oc(=O)c3cc(C(=O)NCCN4CCc5ccccc5C4)sc3c2c1	8%
Cc1ccc2c(c1)COc1c3ccc(C(=O)NCC4CC4)cc3nn1-2	-3%[57.5 µM]
COC(=O)c1ccc(C2OCC(C)(C)CO2)cc1	-4%
Cc1cc(Br)c(OCC(=O)NN)c2c1CCC2	-2%[57.5 µM]
COc1ccc(CCNC(=O)c2ccccc2N(C)S(=O)(=O)c2ccccc2)cc1	3%
Cn1c(SCC(=O)NC(=O)CN2CCCC2=O)nnc1-c1ccc(F)cc1	-5%
Nc1c(C(=O)NCCc2ccccc2)nnn1Cc1ccc(Cl)cc1	-1%
O=C(O)c1ccc2c(c1)OCO2	24%
O=C(COc1ccccc1C(=O)NCC1CCCO1)Nc1ccc(Br)cc1 (stereo not given)	0%
CCN(CC)S(=O)(=O)c1ccc(NC(=O)c2c(-c3ccccc3)noc2C)cc1	1%
O=C(COC(=O)c1ccc(F)cc1)Nc1ccc(Cl)cn1	3%[57.5 µM]
COC(C(=O)NNC(=O)CCc1ccccc1)c1ccccc1 (stereo not given)	-5%
COc1ccc(C)cc1NC(=O)Nc1ccccc1SC	-6%
Cc1cc(C)c(OCCOCCN(C)C)c(Br)c1	-6%
O=C(O)c1cc(Cl)nc2ccccc12	-2%[57.5 µM]

Assay outcomes (PubChem BioAssay)

The list is partial; rates above refer to the full screens.
